p53ts 32C tox: qHTS Screen for Compounds that Selectively Target Cancer Cells with p53 Mutations: Cytotoxicity of p53ts Cells at the Permissive Temperature; 130,000 compounds, 0.93% hits; Potency, µM (top dose mostly 46.1 µM), inactives show top-dose activity change, negative = cytotoxicity, actives largely listed as cytotoxic; H1299-p53A138V at 32C, ATP luminescence viability, 24 h; AID 924, 2007;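 also: 0% = DMSO and -100% = full killing by reference compound; nearly all actives have a fitted effect of over 55% in size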
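Viability by ATPlite luminescence after 24 h compound treatment (up to 46 uM) at the permissive 32C. Cells are H1299 carrying p53 A138V. Scale runs from DMSO basal to 100 uM tamoxifen as full kill; AC50 from Hill fits.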
Peg3 imprint: qHTS Assay for Compounds that Induce Erasure of Genomic Imprints; mouse ES Peg3-LacZ reporter, beta-gal luminescence, 40 h; Potency, µM (highest dose often 60.7 µM), inactives show at the top dose activity change, positive = activation, actives largely listed as activators; 110,000 compounds, 0.02% hits; AID 1948, 2009;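 also: 0% = negative control wells on the plate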
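Readout: BetaGlo luminescence (5 min, room temp) for LacZ from the normally silent maternal Peg3 allele in female Peg3LacZ-Neo ES cells. Cells 300/well, 40 h, 37C, 5% CO2. Data normalized per plate to negative controls.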
IkB sig inh: IkB Signaling. 110,000 compounds, 0.04% hits. AID 445, 2006. Potency, µM (highest dose often 57.1 µM), for inactives: top-dose IkBa stabilization activation. ABC-DLBCL IkBa-CBG/CBR dual luciferase ratio, 4 h; response scale: scaled: untreated 0%, proteasome inhibitor 100%; active = well fitted curve in the direction sought with a large enough effect in the signal ratio, not every such curve was filed as active; inconclusive = small, poorly fitted or top-dose-only effect, or a change in a side signal; the % refers to the signal ratio;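 also: the direction sought is a rising ratio; 0% = basal untreated cells and 100% = reference inhibitor full response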
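Curves were fitted separately to fusion (green), unfused (red) and ratio luminescence, then classed by r2, magnitude and activity. Cells: OCI-Ly3, 4 h compound plus doxycycline at 37C; 10 uM MG-132 defined full response.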
p53ts 39C tox: qHTS Screen for Compounds that Selectively Target Cancer Cells with p53 Mutations: Cytotoxicity of p53ts Cells at the Nonpermissive Temperature; H1299-p53A138V viability at 39C, ATP luminescence, 24 h; Potency, µM (doses to about 46.1 µM), inactives show top-dose activity change, negative = cell killing, most hits filed as cytotoxic; 130,000 compounds, 1.5% hits; AID 902, 2007; also: nearly all actives have a fitted effect of over 55% in size
Active calls of the source: *; ? = inconclusive; nt = no result given; & = joins results of further samples; [ ] = dose if it differs, or a comment. Unless noted, calls follow the shape of the dose curve; as a rule, active = well fitted curve in the direction sought with a large enough effect; inconclusive = small, poorly fitted or top-dose-only effect, or another doubt; inactive = no such curve, though single readings can be large; an effect the other way counts as inactive or inconclusive. Unless noted, % is scaled to controls: 0 for no effect and ±100 for the full control effect; potency is read from the fitted curve at half-maximal effect.

SMILES	Peg3 imprint	IkB sig inh	p53ts 32C tox	p53ts 39C tox
O=c1c2[nH]c3ccc(Br)cc3c2ncn1CCCn1ccnc1	-16%	-0.6%	-28%	8%
CCOc1ncccc1C(=O)Nc1ccc(Cl)cc1	-13%	-1.7%	-4%	-18%
CCOc1ccccc1Nc1nnc(C)c(=O)[nH]1	-7%	4.0%	8%	0%
On1cnnc1-c1ccccc1	-2%	2.3%	-1%	-1%
Cc1cccc(NC(=S)N2CCn3cccc3C2c2cccnc2)c1 (configuration not stated)	nt	nt	-5%	0%
COc1cccc(CNC(=O)CSC2=Nc3ccccc3C3=NC(C(C)C)C(=O)N23)c1 (configuration not stated)	-12%[10.9 µM]	1.3%	-5%	-2%
N#Cc1c(-c2ccccc2F)cc(C2CC2)nc1SCC(=O)c1cccs1	nt	nt	-2%	-20%
CCCOC(=O)C(C)n1nnc2sc(-c3ccccc3)cc2c1=O (configuration not stated)	-14%[10.9 µM]	-0.4%	?	?
CCOC(=O)c1ccc(NC(=O)CN2C(=O)CC(c3ccc(C)c(C)c3)=Nc3ccccc32)cc1	-10%[10.9 µM]	-2.7%	0%	-27%
CCC(Nc1ccc(-c2nc(-c3ccco3)no2)cc1[N+](=O)[O-])c1ccccc1 (configuration not stated)	2%[10.9 µM]	-1.3%	-9%	-8%
COc1ccc(C2NC(=O)CS2)cc1 (configuration not stated)	nt	nt	0%	-6%
O=C(NCc1ccccc1)C1CC(=O)N(c2ccc(OCC(=O)N3CCCC3)cc2)C1 (configuration not stated)	nt	nt	9%	7%
CC(=O)OC1c2c(ccc3ccc(=O)oc23)OC(C)(C)C1OC(=O)CC(C)C (configuration not stated)	-15%&-21%	-2.9%	24%&16%	1%&12%
Cc1cccc(OCCOCCn2c(-c3ccc(Cl)cc3)nc3ccccc3c2=O)c1C	-10%[10.9 µM]	2.5%	-7%	-12%
CCOc1ccc2nc(NC(=O)c3ccc(S(=O)(=O)N4CCOCC4)cc3)sc2c1	-2%	5.0%	0%	-7%
c1ccc(COc2ccc(Oc3nc(N4CCCCC4)nc(N4CCOCC4)n3)nn2)cc1	-22%	4.1%	10%	-4%
COCc1nc2ccccc2n1CCOc1cccc(C)c1	-7%[10.9 µM]	-0.6%	-5%	-12%
Cc1ccc2[nH]c(=O)c(CN(Cc3ccc4c(c3)OCO4)Cc3nnnn3Cc3ccco3)cc2c1	-7%	?	4%	-8%
Cc1cc(C)cc(OCC(=O)N(Cc2ccc(Cl)cc2)CC2CCCO2)c1 (configuration not stated)	-14%[10.9 µM]	?	0%	4%
COc1ccc(N2CCN(S(=O)(=O)CCNC(=O)Cc3ccc(-c4ccccc4)cc3)CC2)cc1	-8%[10.9 µM]	2.6%	-3%	-18%
CCc1ccc(-n2nc(CO)c(C(=O)NCc3ccccn3)n2)cc1	-14%[10.9 µM]	-1.9%	?	-32%
O=C(CCC(=O)c1ccc(F)cc1)Nc1cccnc1	nt	nt	0%	30%
CCN1C(=O)CSc2ccc(C(=O)NC3CCCCC3)cc21	-12%	0.4%	-8%	-1%
CSc1nsc(NC(=O)Cc2ccccc2)n1	-30%	?	9%	-2%
CC1Cc2ccccc2N1C1=NS(=O)(=O)c2ccccc21 (configuration not stated)	-6%	-0.5%	-3%	-5%

One compound at a time, from the list above. Order of screens: Peg3 imprint | IkB sig inh | p53ts 32C tox | p53ts 39C tox
`COCc1nc2ccccc2n1CCOc1cccc(C)c1` across the screens: -7%[10.9 µM] | -0.6% | -5% | -12%
`CC(=O)OC1c2c(ccc3ccc(=O)oc23)OC(C)(C)C1OC(=O)CC(C)C` (configuration not stated) across the screens: -15%&-21% | -2.9% | 24%&16% | 1%&12%
`Cc1cc(C)cc(OCC(=O)N(Cc2ccc(Cl)cc2)CC2CCCO2)c1` (configuration not stated) across the screens: -14%[10.9 µM] | ? | 0% | 4%

(more compounds)
SMILES	Peg3 imprint	IkB sig inh	p53ts 32C tox	p53ts 39C tox
Cc1noc(C)c1-c1cncnc1NCc1ccccc1	-11%	3.2%[11.4 µM]	-8%	-9%
COc1cccc(NC(=O)N[C@@H](Cc2ccccc2)C(=O)O)c1	-5%	2.2%	0%	5%
CCc1ccc(N(CC)C(=O)c2ccc3c(=O)n4c(nc3c2)CCCCC4)cc1	-9%[10.9 µM]	?	-11%	-21%
O=C1OC(=O)c2cc([N+](=O)[O-])ccc21	0%	-1.0%	1%[1.84 µM]	4%
Cc1ccc2cc(CN(Cc3ccc(F)cc3)Cc3nnnn3C3CCCC3)c(=O)[nH]c2c1	nt	-1.2%	16%	15%
Cc1ccc(C(=O)Nc2c(C(=O)N3CCOCC3)cnn2-c2ccccc2)cc1	-2%	4.4%	9%	6%
COc1ccc(-c2noc(-c3ccc(NCCc4ccccc4)c([N+](=O)[O-])c3)n2)cc1OC	-7%[10.9 µM]	?	-13%	-5%
CN(c1ccccc1)c1ccc(/C=c2\s/c(=C(/C#N)C(=O)C(C)(C)C)n(Cc3ccco3)c2=O)cc1	-7%	-2.7%	1%	-2%
CCc1ccc(NC(=O)CSc2nc3c(c(=O)n(C)c(=O)n3C)n2C)cc1	-4%	-1.8%	-2%	10%
CCCOc1ccc(C(=O)CCN2CCCCC2)cc1	-23%	?	-11%	-14%
CS(=O)(=O)N1CCN(c2ccccc2NC(=O)c2ccc(-c3ccc(Cl)cc3Cl)o2)CC1	-16%	2.3%	8%	13%
N#Cc1ccccc1NC(=O)CSc1ncn[nH]1	16%[10.9 µM]	1.5%	2%	14%
Cc1ccccc1CNCCSc1nnnn1C	-8%[10.9 µM]	1.3%	-6%	11%
CC1=CC2(C#N)C3(N=C(N)C2(C#N)C(c2ccccc2)N1)OCCO3 (configuration not stated)	-9%	-1.5%	0%	23%
Cc1cccc(NC(=O)Cn2cc(C(=O)C3CCCCC3)c3ccccc32)c1	-14%[10.9 µM]	?	-3%	-24%
COc1cc(NC(=O)c2csc3c2CCCC3)ncn1	-59%[inhibitor]	1.0%	?	?
O=C(CSc1ccc(Cl)cc1)Nc1ccc(N2CCN(C(=O)c3ccco3)CC2)cc1	0%	?	-1%	-10%
COCCn1c(N)c(S(=O)(=O)c2cccs2)c2nc3ccccc3nc21	-11%	3.5%	7%	7%
COc1ccc(N(Cc2cc3ccccc3[nH]c2=O)C(=O)C2CCCO2)cc1 (configuration not stated)	-9%	-0.9%	0%	6%
O=C(CC(C(=O)N1CCc2ccccc21)n1ccnc1)NCc1cccnc1 (configuration not stated)	-2%	1.6%	1%	-8%
Cc1ccc(-n2c(SCC(=O)Nc3ccc4c(c3)OCO4)nnc2-c2ccoc2C)cc1	-25%	?	12%	42%[activator]
CCOC(=O)OCC1OC(C#Cc2ccccc2)C=CC1Oc1cccc(N(C)C)c1 (configuration not stated)	nt	nt	-4%[9.22 µM]	-20%[9.22 µM]
O=C(O)c1cccc(N2CCCCS2(=O)=O)c1	0%	-0.2%	2%	-2%
CCOc1cccc(C(=O)Nc2ccc(S(=O)(=O)N(Cc3ccccc3)c3ccccc3)cc2)c1	17%[10.9 µM]	-2.3%	-5%	24%
CCN1CCN(C(=O)c2cc3c(-c4ccc(Cl)cc4)nn(C)c3s2)CC1	-26%	-0.5%	-8%	-13%
CCOc1ccccc1CNC(=O)c1ccc(Cn2c(SCc3ccccc3)nc3cccnc32)cc1	-15%[10.9 µM]	?	?	?
Cc1ccc(-c2csc(-c3c(N)c(C(=O)c4ccc5c(c4)OCO5)n4ccccc34)n2)cc1	7%[10.9 µM]	1.1%	-6%	6%
COc1ccc(NC(=O)CCc2c(C)nc3c(-c4ccccc4)c(C)nn3c2C)cc1Cl	-8%[10.9 µM]	?	-10%	?
O=S1(=O)N=C2CCCN2C(c2ccc(F)cc2)N1 (configuration not stated)	-5%	1.7%	1%	3%
NC(=S)c1ccc[n+]([C@@H]2O[C@@H](COP(=O)([O-])OP(=O)(O)OC[C@@H]3O[C@@H](n4cnc5c(N)ncnc54)[C@@H](OP(=O)(O)O)[C@H]3O)[C@@H](O)[C@H]2O)c1	nt	5.8%	53%[activator]	54%[activator]
CN(C)c1ccc(/C=C/c2nc(-c3ccccc3O)n(-c3ccccc3)n2)cc1	3%[10.9 µM]	-0.5%	-5%	5%
CCCN(CCC)CCCNC(=O)Cn1cc2c(n1)-c1c(oc(C(=O)N3CCCC3)c1C)CC2	-15%[10.9 µM]	0.0%	1%	-3%
CC(C)C1Cc2[nH]c(=O)c(C(=O)O)cc2CO1 (configuration not stated)	-7%	2.6%	14%	10%
Cc1ccc(-c2cc(-c3ccc(C)o3)nc(N)c2C#N)cc1	-9%	0.7%	-10%	-5%
CC(C)=CCc1c(O)cc(O)c2c1O[C@H](c1ccccc1)CC2=O	7%	2.7%[11.4 µM]	12%	6%
CCN(CC(=O)NC1CCS(=O)(=O)C1)C(=O)C(c1ccccc1)c1ccccc1 (configuration not stated)	4%	0.3%	0%	7%
N#CC1=C(N)N2C(=C(C#N)C13CCN(Cc1ccccc1)CC3)Nc1ccccc12	0%	?	-4%	-4%
C#CCCCCCCCCCCCC(O)CC(O)COC(C)=O (configuration not stated)	-3%	nt	-1%	33%[activator]
Cc1csc2ncc(C(=O)NCc3ccc4c(c3)OCO4)c(=O)n12	?	-1.4%	-8%	7%
CCOC(=O)C1CCN(c2nc3c(S(=O)(=O)c4ccc(C)c(C)c4)nnn3c3ccc(Cl)cc23)CC1	-13%[10.9 µM]	0.2%	16%	6%
COc1cccc(Oc2coc3c(CN4CCOCC4)c(O)ccc3c2=O)c1	1%	1.5%	-1%	-1%
Cc1cc2c(cc1S(=O)(=O)NCc1ccccc1Cl)OCCN2C	-6%[10.9 µM]	14%	17%	-2%
Cc1cc(NC(=O)C2CC(c3ccc(F)cc3)=NO2)n(-c2ccccc2)n1 (configuration not stated)	-23%	0.6%	-1%	1%
COc1ccc(NC(=O)Cn2cc(C(=O)C3CCCCC3)c3ccccc32)cc1	4%[10.9 µM]	?	-12%	-8%
COC(=O)CN1C(=O)C(O)(CC(=O)c2ccc(C)cc2)c2cc(Br)ccc21 (configuration not stated)	-9%	0.9%	-2%	-7%
CCN(CC)S(=O)(=O)c1ccc(NC2c3ccccc3C(=O)N2Cc2ccc3c(c2)OCO3)cc1 (configuration not stated)	1%	1.8%	9%	7%
O=C1c2ccccc2C(=O)N1c1cccc(-c2nc3ccccc3o2)c1	7%	2.1%	?	-28%
Cn1c(SCC(=O)Nc2nc3ccccc3s2)ncc(C(=O)Nc2ccccc2)c1=O	-6%[10.9 µM]	?	-4%	-13%
COCCNC(C)C(=O)Nc1ccc(Br)cc1 (configuration not stated)	3%	0.1%	-21%	11%
O=C1C(=O)N(C2CCN(C(=O)c3ccccc3F)CC2)CCN1Cc1ccc(F)cc1	-6%[10.9 µM]	0.7%	-2%	-14%

Sorted by the number under IkB sig inh (smallest number first): 4 from the list above.
canonical_smiles	IkB sig inh
CCOC(=O)c1ccc(NC(=O)CN2C(=O)CC(c3ccc(C)c(C)c3)=Nc3ccccc32)cc1	-2.7%
COc1ccc(N(Cc2cc3ccccc3[nH]c2=O)C(=O)C2CCCO2)cc1 (configuration not stated)	-0.9%
CCCN(CCC)CCCNC(=O)Cn1cc2c(n1)-c1c(oc(C(=O)N3CCCC3)c1C)CC2	0.0%
COc1ccc(N2CCN(S(=O)(=O)CCNC(=O)Cc3ccc(-c4ccccc4)cc3)CC2)cc1	2.6%

Some of the entries above, set out differently.
Below each compound: Peg3 imprint	IkB sig inh	p53ts 32C tox	p53ts 39C tox
> COc1ccc(N2CCN(S(=O)(=O)CCNC(=O)Cc3ccc(-c4ccccc4)cc3)CC2)cc1
→ -8%[10.9 µM]	2.6%	-3%	-18%
> CCc1ccc(-n2nc(CO)c(C(=O)NCc3ccccn3)n2)cc1
→ -14%[10.9 µM]	-1.9%	?	-32%
